Source: PubChem (The Scripps Research Institute Molecular Screening Center)
PAFAH1B3 FP inh: PAFAH1B3 enzyme inhibitors, primary screen, biochemical, fluorescence polarization, human. Platelet-activating factor acetylhydrolase IB subunit alpha1 (Homo sapiens), Q15102. recombinant PAFAH1B3, FP-rhodamine probe. inhibition, % at 3.39 µM. 340,000 tested, 0.28% active. AID 492972, 2010;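 active = inhibition above the screen-wide average of all tested compounds plus 3 SD, cut at about 25% in these data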;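 note: 0% = enzyme with DMSO only and 100% = wells lacking PAFAH1B3 protein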
Target sequence (Q15102 whole entry, looked up): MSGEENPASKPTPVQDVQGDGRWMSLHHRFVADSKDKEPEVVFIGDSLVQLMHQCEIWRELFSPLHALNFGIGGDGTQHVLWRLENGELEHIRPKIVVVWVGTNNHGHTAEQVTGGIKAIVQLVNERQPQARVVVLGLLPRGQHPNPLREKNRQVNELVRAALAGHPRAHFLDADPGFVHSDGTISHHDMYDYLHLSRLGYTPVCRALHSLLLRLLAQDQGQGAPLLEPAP
PAFAH1B2 FP inh: PAFAH1B2 enzyme inhibitors, primary screen, biochemical, fluorescence polarization, human. recombinant PAFAH1B2, FP-rhodamine activity probe. AID 492953, 2010. inhibition, % at 3.39 µM. 340,000 tested, 1.2% active;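 active = inhibition above the mean of all tested compounds plus 3 SD, cut at about 24% in these data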;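 note: 0% = enzyme with DMSO and 100% = wells lacking PAFAH1B2; many of its hits are not listed in these tables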
LYPLA2 counter: LYPLA2 inhibitors, primary screen, counter-screen for PME1 inhibitor project, biochemical, fluorescence polarization, FP-Rh probe ABPP | Acyl-protein thioesterase 2 (Homo sapiens), O95372 | inhibition, % at 5.9 µM | recombinant LYPLA2 | 320,000 tested, 0.38% active;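 active = inhibition above the screen-wide mean plus 3 SD, limit set per campaign, cut at about 26% in these data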;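 note: 0% = LYPLA2 with DMSO and 100% = wells lacking LYPLA2 enzyme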
GSTO1 counter: inhibitors of recombinant GSTO1, primary screen, counter-screen for RBBP9 inhibitor project, biochemical, fluorescence polarization | Glutathione S-transferase omega-1 (Homo sapiens), P78417 | activity-based probe fluorescence polarization | inhibition, % at 5.96 µM | 300,000 tested, 1.1% active | AID 1974, 2009;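 active = inhibition above the campaign mean inhibition plus 3 SD, cut at about 35% in these data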;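 note: 0% = GSTO1-1 with DMSO and 100% = wells lacking GSTO1-1 enzyme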
PME-1 primary: PME-1 inhibitors via competitive probe labeling, primary screen, biochemical, fluorescence polarization, FP-Rh probe, HTS. Protein phosphatase methylesterase 1 (Homo sapiens), Q9Y570. recombinant PME-1. inhibition, % at 5.9 µM. 320,000 tested, 0.53% active;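 active = inhibition above the campaign mean of all compounds plus 3 SD, cut at about 26% in these data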;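 note: competitive labeling of PME-1 active site by serine hydrolase directed probe; 0% = PME-1 with DMSO and 100% = wells lacking PME-1 enzyme; inhibitors block probe labeling so polarization falls and inhibition rises; many of its hits are not listed in these tables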
LYPLA1 counter: LYPLA1 inhibitors, primary screen, counter-screen for PME1 inhibitor project, biochemical, fluorescence polarization, FP-Rh probe ABPP; AID 2174, 2009; Acyl-protein thioesterase 1 (Homo sapiens), O75608; 320,000 tested, 0.16% active; inhibition, % at 5.9 µM; recombinant LYPLA1;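 active = inhibition above the mean of all tested compounds plus 3 SD, set per campaign, cut at about 14% in these data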;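 note: inhibitors block serine hydrolase probe labeling of LYPLA1 so polarization falls; 0% = enzyme with DMSO and 100% = wells lacking LYPLA1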
PREPL inhibitor: PREPL enzyme inhibitors, primary screen, biochemical, fluorescence polarization; recombinant PREPL, fluorescence polarization activity-based probe; inhibition, % at 5.96 µM; 320,000 tested, 0.68% active; AID 2751, 2010; in the data active = inhibition above about 43%;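 note: 0% = enzyme with DMSO and 100% = wells lacking enzyme; many of its hits are not listed in these tables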
pPAFAH FP inh: pPAFAH enzyme inhibitors, primary screen, biochemical, fluorescence polarization, human. Platelet-activating factor acetylhydrolase (Homo sapiens), Q13093. recombinant pPAFAH, FP-rhodamine probe fluorescence polarization. inhibition, % at 3.39 µM. 330,000 tested, 1.5% active. AID 463082, 2010;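 active = inhibition above the mean inhibition across the screen plus 3 SD, cut at about 25% in these data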;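 note: inhibitors block binding of the rhodamine activity-based probe so polarization drops; 0% = enzyme with DMSO and 100% = wells lacking pPAFAH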
PAD4 inh: human PAD4 inhibitors, primary screen, biochemical, fluorescence polarization, 1536-well format; Protein-arginine deiminase type-4 (Homo sapiens), Q9UM07; recombinant PAD4, RCA probe fluorescence polarization; inhibition, % at 6.36 µM; 330,000 tested, 0.41% active;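 active = percent inhibition above a cutoff equal to the mean of all tested compounds plus 3 SD, cut at about 15% in these data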;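 note: 0% = PAD4 with RCA probe and DMSO and 100% = probe without PAD4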
Target sequence (Q9UM07 whole entry, looked up): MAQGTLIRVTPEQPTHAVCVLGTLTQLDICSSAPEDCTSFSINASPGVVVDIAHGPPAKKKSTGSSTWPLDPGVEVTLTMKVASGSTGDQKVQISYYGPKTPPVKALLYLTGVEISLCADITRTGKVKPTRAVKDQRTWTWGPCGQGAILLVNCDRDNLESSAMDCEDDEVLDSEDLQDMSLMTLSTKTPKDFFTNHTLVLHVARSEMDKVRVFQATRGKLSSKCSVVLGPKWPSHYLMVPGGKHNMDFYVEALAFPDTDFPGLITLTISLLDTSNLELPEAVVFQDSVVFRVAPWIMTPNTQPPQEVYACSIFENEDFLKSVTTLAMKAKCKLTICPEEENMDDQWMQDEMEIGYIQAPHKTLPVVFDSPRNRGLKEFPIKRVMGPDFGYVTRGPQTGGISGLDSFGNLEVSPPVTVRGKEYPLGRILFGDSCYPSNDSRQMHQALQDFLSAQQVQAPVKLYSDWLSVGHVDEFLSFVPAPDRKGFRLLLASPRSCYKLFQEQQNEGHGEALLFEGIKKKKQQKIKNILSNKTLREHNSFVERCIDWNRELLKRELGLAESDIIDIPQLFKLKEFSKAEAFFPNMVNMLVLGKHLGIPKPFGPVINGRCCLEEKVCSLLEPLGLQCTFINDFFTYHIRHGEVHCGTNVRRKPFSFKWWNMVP
Numbers without * were called inactive; nt = no result given. An excerpt, so the mix of outcomes need not match the whole.

SMILES | PAFAH1B3 FP inh | PAFAH1B2 FP inh | LYPLA2 counter | GSTO1 counter | PME-1 primary | LYPLA1 counter | PREPL inhibitor | pPAFAH FP inh | PAD4 inh
O=C(CSc1nnc(C2COc3ccccc3O2)o1)Nc1nccs1 (centres undefined) | 3 | 13 | 4 | 5 | -2 | 3 | -5 | 12 | 5
CSc1ncccc1C(=O)OCC(=O)NCc1ccccc1 | 5 | 2 | 2 | nt | 5 | 3 | -3 | 2 | -1
N#C/C(=C\c1coc2ccccc2c1=O)C(N)=S | -8 | -5 | -6 | 5 | -4 | 1 | -13 | -1 | -3
O=C(/C=C/c1ccccc1)Nc1ccc2c(c1)OCCO2 | -2 | 0 | -7 | -3 | 4 | -3 | 13 | 7 | -4
Cc1cc(C)cc(NC2=C(N)C(=O)c3ccccc3C2=O)c1 | 8 | 3 | 22 | 22 | 6 | 1 | 4 | 8 | 13
Cc1nc2c(-c3ccccc3)c(C)[nH]n2c(=O)c1Cl | 11 | 1 | 17 | -7 | 3 | 3 | -16 | 10 | 1
C[C@@H]([C@@H](O)c1ccccc1)N(C)C(=O)C(N)Cc1ccccc1 (some centres undefined) | 16 | -10 | 1 | 9 | 7 | -3 | 9 | 2 | 3
CSCC[C@H](NC(=O)N1CCn2c1nc1ccccc12)C(=O)N1CCCCC1 | 4 | 6 | -6 | -3 | -4 | 0 | 1 | 10 | 3
CCc1nnc(NC(=O)CN2CCCC(C)C2)s1 (centres undefined) | 6 | 4 | -1 | 1 | 6 | -1 | -1 | 5 | -4
CNC(=O)c1nc(C)n(-c2ccc(Cl)cc2Cl)n1 | 5 | 4 | -4 | -4 | -1 | 0 | -1 | 2 | -5
COC(=O)Cn1c2ccc(C)cc2c2nc(C)sc21 | 4 | 1 | 2 | 6 | 5 | -1 | 10 | 0 | 0
Cc1ccc(NS(=O)(=O)c2ccc(C(=O)N3CCC3)cc2)cc1 | 0 | -1 | 1 | 16 | 9 | 2 | 13 | 28* | 3
CNNC(=O)C(C)NC(=O)c1ccc(Br)cc1 (centres undefined) | 2 | 8 | -2 | 5 | 4 | -1 | 1 | -1 | -5
Cc1cccc(NC(=O)c2ccc([N+](=O)[O-])cc2Cl)n1 | 7 | 5 | 3 | 2 | -13 | 0 | 10 | -3 | 2
CC(C)OC(=O)c1c2c(n3ccccc13)C(=O)c1ccccc1C2=O | -4 | -4 | -1 | -4 | -13 | -4 | 4 | 2 | -15
CC1CCCN(C(=O)c2ccc3c(c2)OCO3)C1 (centres undefined) | 9 | -4 | -4 | -5 | -2 | 2 | 2 | -7 | -3
O=C(Cc1ccc(-c2ccccc2)cc1)Nc1ncccc1O | 1 | 2 | 3 | 2 | -3 | -5 | 2 | 21 | 3
CC(C)C(C(=O)NCC1CCCO1)N(C(=O)CNS(=O)(=O)c1ccc(F)cc1)C1CCCCC1 (centres undefined) | -3 | 3 | 6 | 3 | 5 | -1 | 9 | -1 | 3
NC(N)=Nc1cc2ccccc2c2ccccc12 | nt | nt | 0 | -2 | 0 | 0 | 4 | 3 | -7
CN1CCN(C(=O)c2ccccc2NC(=O)c2cccs2)CC1 | 5 | 6 | 3 | -1 | 5 | 1 | 8 | -2 | -6
CCOC(=O)C1=C(N)Oc2cc(C)oc(=O)c2C1c1cccnc1 (centres undefined) | 10 | 1 | 6 | 0 | -2 | 7 | -25 | 1 | -1
CC(C)[C@H](Nc1ccc(C(F)(F)F)cc1[N+](=O)[O-])C(=O)O | 5 | 1 | 2 | -4 | -5 | 2 | -5 | -1 | -4
CN(Cc1ccccc1O)CC1CCCN(CCc2ccc(Cl)cc2)C1 (centres undefined) | 3 | -1 | -3 | 9 | 1 | -1 | 6 | 2 | -2
CCc1ccc(/C=N/N2CCN(c3ccccn3)CC2)cc1 | -9 | 3 | -3 | 9 | -6 | -3 | -10 | 4 | -4
O=C(NCc1cccs1)c1cnc(Cl)c(Cl)c1 | -8 | 4 | 1 | 4 | 1 | 2 | -2 | -4 | -5

Next section; it opens with the 6 that closed the last part.
SMILES | PAFAH1B3 FP inh | PAFAH1B2 FP inh | LYPLA2 counter | GSTO1 counter | PME-1 primary | LYPLA1 counter | PREPL inhibitor | pPAFAH FP inh | PAD4 inh
CN1CCN(C(=O)c2ccccc2NC(=O)c2cccs2)CC1 | 5 | 6 | 3 | -1 | 5 | 1 | 8 | -2 | -6
CCOC(=O)C1=C(N)Oc2cc(C)oc(=O)c2C1c1cccnc1 (centres undefined) | 10 | 1 | 6 | 0 | -2 | 7 | -25 | 1 | -1
CC(C)[C@H](Nc1ccc(C(F)(F)F)cc1[N+](=O)[O-])C(=O)O | 5 | 1 | 2 | -4 | -5 | 2 | -5 | -1 | -4
CN(Cc1ccccc1O)CC1CCCN(CCc2ccc(Cl)cc2)C1 (centres undefined) | 3 | -1 | -3 | 9 | 1 | -1 | 6 | 2 | -2
CCc1ccc(/C=N/N2CCN(c3ccccn3)CC2)cc1 | -9 | 3 | -3 | 9 | -6 | -3 | -10 | 4 | -4
O=C(NCc1cccs1)c1cnc(Cl)c(Cl)c1 | -8 | 4 | 1 | 4 | 1 | 2 | -2 | -4 | -5
CCn1c(SCC(=O)Nc2nnc(C)s2)nnc1-c1ccco1 | 14 | 1 | -3 | -2 | -4 | 1 | 6 | 0 | 4
COC(=O)CSc1ccc(C#N)c(SCC(=O)OC)c1 | 3 | 3 | 8 | 4 | 5 | 2 | 7 | 8 | 4
Cc1ccc(C)c(Oc2coc3cc(OC(=O)c4cccs4)ccc3c2=O)c1 | 0 | 3 | 22 | -1 | -9 | -3 | 18 | 1 | -2
CCn1cc(C(=O)O)c(=O)c2cc(F)c(N3CCN(C(=S)NC(=O)c4c(OC)cccc4OC)CC3)cc21 | -1 | 3 | 5 | 13 | -2 | 1 | -2 | 1 | -1
COc1ccc2cc3cc(C(=O)Nc4cc(OC)c(OC)c(OC)c4)oc3nc2c1 | -2 | 4 | 6 | 14 | 4 | 0 | 6 | 4 | 0
NC(=O)[C@@H]1CCOc2c(I)cc([N+](=O)[O-])cc2C(=O)N[C@@H](CO)C(=O)NCC(=O)N1 | -3 | 3 | -3 | -8 | 2 | -2 | 3 | -5 | 1
CC(=O)N1c2ccc(S(=O)(=O)N3CCCCC3)cc2CC1C(=O)Nc1ccccc1C(F)(F)F (centres undefined) | 3 | 7 | 6 | 0 | -2 | 0 | -5 | 5 | 3
O=C1COc2ccc(C(=O)c3ccccc3C(=O)NCc3ccccc3)cc2N1 | -1 | 3 | 6 | -1 | 3 | 4 | -5 | 4 | -2
Cc1cc(Cl)ccc1OCC(=O)OCC(=O)NC1CCCC1 | -1 | 3 | -2 | nt | 2 | -1 | 1 | 6 | 6
COc1ccc(-n2nc([N+](=O)[O-])c(=NCc3cccnc3)n2O)cc1 | 0 | 2 | 1 | 8 | 10 | 4 | -3 | 3 | -3
CN(Cc1ccccc1)C(=O)c1nc[nH]c1C(=O)N(C)Cc1ccccc1 | -2 | 0 | 1 | nt | -4 | -1 | -7 | 0 | -1
COc1ccc(-c2noc(CNC(=O)c3ccc4c(c3)OCO4)n2)cc1OC | -2 | -3 | 1 | 7 | -1 | -4 | -43 | 5 | -1
COC(=O)c1cc(C(=O)Nc2nnc(CC(C)(C)C)s2)cc([N+](=O)[O-])c1 | 2 | 7 | 0 | -16 | 3 | -4 | 5 | 2 | 1
CN(C(=O)CN1CCN(c2ccccc2F)CC1)C1CCCc2ccccc21 (centres undefined) | -6 | 3 | -2 | -3 | -3 | -1 | -4 | -1 | 1
Cc1ccc(N2C(=S)NC3c4ccccc4OC2(C)C3C(=O)N(C)C)cc1 (centres undefined) | -2 | 2 | 0 | 6 | -6 | 2 | 21 | 3 | -2
Nc1nonc1-c1nc2ccccc2n1CC(=O)NC1CCCC1 | -5 | -2 | -6 | 4 | 6 | -8 | 2 | -2 | -1
CCC(=O)c1ccc(OCC(=O)OCC(=O)N2CCN(c3ccc(OC)cc3)CC2)cc1 | 0 | 4 | 3 | -4 | 2 | 2 | 4 | 0 | -11
Cc1[nH]c2nc3ccccc3n2c(=O)c1CCC(C)C | 3 | 3 | 0 | 0 | -3 | 1 | 3 | 5 | -1
CCOC(=O)CCCCC(=O)c1[nH]c(=O)[nH]c1Cn1cnc2ccccc21 | -8 | 2 | 3 | 3 | 3 | -1 | 5 | 4 | -5
COc1cccc(CNC(=O)COC(=O)/C(C#N)=C/c2ccc(N(C)C)cc2)c1 | -14 | -6 | -37 | nt | -39 | -19 | -33 | -8 | -21
CC(OC(=O)[C@@H]1CCCN1C(=O)c1cccs1)C(=O)Nc1cccc([N+](=O)[O-])c1 (some centres undefined) | 9 | 4 | nt | nt | nt | nt | 8 | 5 | -3
O=C(NC1CC1)C1=C[C@@H](c2c[nH]c3ccccc23)C[C@@H](OCCCCO)O1 | 5 | 11 | -3 | 13 | -1 | -2 | 16 | -1 | -14
COc1ccccc1CNC(=O)C1CCC(CNc2c(N3CCC(C)CC3)c(=O)c2=O)CC1 (centres undefined) | -2 | -2 | 2 | 6 | -3 | 1 | 0 | 4 | -6
O=C(CS(=O)c1ccccc1[N+](=O)[O-])Oc1ccc(Br)cc1 (centres undefined) | 4 | 14 | -7 | -11 | -2 | -3 | 3 | 2 | -1
